Screens from PubChem.
PPC-1+TRAIL kill: PPC-1 cancer cell killing with TRAIL present. cell killing (% activity), % at 4 µM. AID 1443. hit rate 0.41% among 220,000. PPC-1 cells + TRAIL, ATPLite viability luminescence;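 active = cell killing above 50% in the first pass at 4 µM, then a duplicate retest at 5 µM averaging 50% or more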;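 note: plate controls were cells with TRAIL plus DMSO for no effect and medium-only wells lacking cells for full effect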
Ba/F3 V617F tox: reduce viability of Ba/F3 cells dependent on JAK2V617F; Ba/F3 EpoR-JAK2V617F viability, ATP luminescence; hit rate 1.1% among 220,000; inhibition, % at 5.6 µM;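 active = inhibition above the campaign mean plus 3 SD over all tested compounds, cut at about 24% in these data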;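 note: cytokine-independent growth of Ba/F3 cells driven by EpoR plus mutant JAK2; 0% = DMSO-treated cells and 100% = JAK inhibitor I control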
TRPML3 agonist: activates the human TRPML3 channel | HEK293 TRPML3-YFP, Fluo-8 calcium fluorescence; 100% = the carbachol control signal | activation, % at 3 µM | hit rate 0.29% among 220,000 | AID 1448;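 active = activation above its plate's cutoff, the mean activation of the plate's test wells plus 3 SD, cut at about 12% in these data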;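 note: 0% = DMSO only wells and 100% = carbachol wells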
Target sequence (Q8TDD5 whole entry, looked up): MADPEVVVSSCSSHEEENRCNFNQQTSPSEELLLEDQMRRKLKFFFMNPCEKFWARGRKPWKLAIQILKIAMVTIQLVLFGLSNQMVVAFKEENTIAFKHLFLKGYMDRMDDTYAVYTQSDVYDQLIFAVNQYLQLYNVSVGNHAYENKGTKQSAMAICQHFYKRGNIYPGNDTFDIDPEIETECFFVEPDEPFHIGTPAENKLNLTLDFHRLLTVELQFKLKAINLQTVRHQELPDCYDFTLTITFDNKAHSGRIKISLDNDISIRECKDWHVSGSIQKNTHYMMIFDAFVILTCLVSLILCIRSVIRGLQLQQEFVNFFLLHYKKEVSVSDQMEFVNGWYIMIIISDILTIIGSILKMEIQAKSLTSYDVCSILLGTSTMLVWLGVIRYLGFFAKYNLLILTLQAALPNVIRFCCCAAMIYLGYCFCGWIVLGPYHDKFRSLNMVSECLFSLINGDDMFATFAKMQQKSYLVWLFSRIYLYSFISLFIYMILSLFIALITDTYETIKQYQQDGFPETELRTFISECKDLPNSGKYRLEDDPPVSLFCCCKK
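Material: TRPML3-YFP stable HEK293 cells | Dosing: One concentration, 3 µM nominal, 0.3% DMSO | Timing: 125 s total fluorescence read per well | Technique: Fluo-8 calcium dye fluorescence, ex 470-495, em 515-575 nm | Measure: Percent activation from peak-to-basal fluorescence ratio, scaled between DMSO and carbachol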
BaF3 tox: reduces parental Ba/F3 cell viability, JAK2V617F counter-screen; hit rate 1.1% among 220,000; CellTiter-Glo ATP luminescence; inhibition, % at 5.6 µM;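 active = inhibition above a per-campaign cutoff, the mean inhibition of all tested compounds plus 3 SD, cut at about 27% in these data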;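 note: 0% = DMSO wells and 100% = JAK Inhibitor I control wells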
RBBP9 inh: blocks human serine hydrolase RBBP9 | AID 1515 | hit rate 0.2% among 220,000 | recombinant RBBP9, FP-Rh probe fluorescence polarization | O75884 | inhibition, % at 7.94 µM;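 active = inhibition above the campaign mean of all tested compounds plus 3 SD, cut at about 14% in these data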;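 note: plate controls were DMSO wells with RBBP9 for no effect and wells lacking RBBP9 protein for full effect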
Target sequence (O75884 whole entry, looked up): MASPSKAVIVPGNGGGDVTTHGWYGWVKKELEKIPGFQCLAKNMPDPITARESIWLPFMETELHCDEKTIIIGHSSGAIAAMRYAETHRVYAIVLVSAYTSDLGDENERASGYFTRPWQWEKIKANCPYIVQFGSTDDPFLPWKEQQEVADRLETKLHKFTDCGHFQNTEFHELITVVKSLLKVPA
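Test system: recombinant human RBBP9. Quantity: 2.5 µM RBBP9 dispensing solution, before mixing. Detection: FP readout at 525/598 nm. Reagent: Serine-hydrolase probe FP-Rh, 375 nM pre-mixing. Measure: % inhibition. Control set: DMSO-treated enzyme wells and wells lacking RBBP9. Buffer or medium: Tris-NaCl-Pluronic buffer, pH 8.0. Times: preincubation 30 min plus labeling 45 min at 25 °C.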
Wee1 degr inh: blocks degradation of human Wee1 kinase | P30291 | HeLa Luc-Wee1K328M stability, luciferase luminescence; 100% = proteasome inhibitor MG132 effect | reporter increase, % at 5 µM | hit rate 1.2% among 220,000;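 active = activation above the mean of all tested compounds plus 3 SD, set per screening run, cut at about 8.8% in these data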;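 note: cells exposed to compound for 20 h before luminescence read; 0% = DMSO alone and 100% = MG132 at 30 µM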
CHOP inh: CHOP inhibition in unfolded protein response; AID 2732; inhibition, % at 10 µM; hit rate 3.8% among 220,000; CHO-K1 CHOP-promoter luciferase, tunicamycin-induced, 15-18 h;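 active = compounds that reduced the stress-induced luciferase reporter signal by more than about 70% of percent inhibition, limit read from the data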;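 note: 0% = tunicamycin plus vehicle and 100% = wells without tunicamycin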
TNF necrop inh: inhibitors of TNF-alpha induced necroptosis in Jurkat FADD-/- cells; Jurkat FADD-/- TNF necroptosis rescue, ATP luminescence, 24 h; 0 = TNF only, 100 = no-TNF cells; activation (protection from cell death), % at 10 µM; hit rate 0.068% among 220,000;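 active = activation, meaning protection from cell death, of at least 50% relative to plate controls; inactive = activation below 50%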;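 note: necroptosis triggered by 40 ng/mL TNF-alpha added together with compound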
zfTRPN1 agonist: agonists of zebrafish TRPN1 channel; HEK293 zebrafish TRPN1-YFP, Fluo-8 calcium fluorescence; 100% = response to 87 µM carbachol; activation, % at 3 µM; hit rate 0.18% among 220,000;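 active = activation above its plate's cutoff, the mean activation of test wells on that plate plus 3 SD, cut at about 19% in these data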;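 note: 0% = DMSO alone and 100% = 87 µM carbachol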
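System: zebrafish TRPN1-YFP in HEK293 cells / Dosing: 3 µM single point / Timing: dye loading 1 h at 37 °C, then 30 min room temperature / Signal: Fluo-8 calcium fluorescence, excitation 470-495 nm, emission 515-575 nm / Read-out basis: percent activation from peak over basal fluorescence ratio, control-normalized / Control set: high carbachol 87 µM, low DMSO alone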
* marks the source's active call; other numbers are inactive results; . = no result given.

entry	mol	PPC-1+TRAIL kill	Ba/F3 V617F tox	TRPML3 agonist	BaF3 tox	RBBP9 inh
1	COCCN1C(=O)C(CC(=O)Nc2ccccc2)SC1=Nc1ccc(OC)cc1 (configuration not stated)	24	-1	0.6	3	-6
2	COc1ccc(NS(=O)(=O)c2ccc(N3CCOCC3)c(NC(=O)c3ccccc3Br)c2)cc1	-3	2	-0.6	21	-4
3	CCc1nc(N)c(C#N)c(-c2ccncc2)c1C	-23	-1	-0.1	1	1
4	Cc1ccc(S(=O)(=O)N(C)C)cc1NC(=O)COC(=O)c1c(C)noc1C	8	1	0.7	7	-8
5	COc1ccc(C2=NC(CO)(CO)CO2)cc1	10	0	0.8	2	3
6	CN(CC#CC(O)(c1ccccc1)c1ccccc1)C(C)(C)C	8	-2	-0.3	4	7
7	Cc1cc(C)cc(NC(=S)NCCCN2CCOCC2)c1	2	2	0.7	8	2
8	COC(=O)c1c(C(=O)OC)c(-c2ccc(C)cc2)n2c1CS(=O)(=O)C2	37	-2	0.1	8	-1
9	N#Cc1c(F)cccc1NCc1cccs1	-17	-1	-0.8	0	4
10	CN(NS(=O)(=O)c1ccc(Cl)cc1)c1cnn(C)c(=O)c1Cl	16	-3	0.7	2	0

entry	Wee1 degr inh	CHOP inh	TNF necrop inh	zfTRPN1 agonist
1	-1	-5	2.9	1.3
2	0	-4	5.1	-0.2
3	-1	-8	-0.7	-0.1
4	-1	23	0.9	1.5
5	-1	17	0.7	3.2
6	3	13	2.1	0.5
7	-1	16	0.6	0.0
8	0	-27	-0.2	1.0
9	-2	7	0.2	-2.8
10	9.9*	16	1.1	1.7

New compounds follow:
entry	mol	PPC-1+TRAIL kill	Ba/F3 V617F tox	TRPML3 agonist	BaF3 tox	RBBP9 inh
11	NNC(=O)c1sccc1OCc1ccc(F)cc1	29	-6	0.2	3	-3
12	Cc1ccc(S(=O)(=O)N2CCC(C(=O)O)CC2)cc1	12	-4	1.1	1	-5
13	CCOC(=O)COn1c(-c2cccc(Cl)c2)nc2ccc([N+](=O)[O-])cc21	40	-2	1.0	-2	-8
14	COc1ccc(NC(=O)CSc2ccc(-c3ccccn3)nn2)cc1OC	20	-3	0.8	3	3
15	Cc1ccc(-n2c(C)nc3ncnc(-c4ccccc4)c32)cc1	21	0	0.6	8	3
16	CCCn1c(SCC(=O)N2c3ccccc3CC2C)nnc1-c1ccco1 (configuration not stated)	26	1	-0.4	5	-2
17	Cn1nnc2cc(C(=O)N3CCC(c4ccccc4)C3)ccc21 (configuration not stated)	6	-2	-0.4	0	5
18	O=C(Nc1ccc2c(c1)OCCO2)c1ccc(Br)c(S(=O)(=O)N2CCOCC2)c1	10	0	2.3	4	-6
19	N#Cc1cc2c([nH]c1=S)CCCC2	8	0	0.3	4	-2
20	Cc1ncccc1C(=O)N1CCCC(C(=O)c2ccc3c4c(cccc24)CC3)C1 (configuration not stated)	15	5	1.8	6	2

entry	Wee1 degr inh	CHOP inh	TNF necrop inh	zfTRPN1 agonist
11	1	-3	-0.2	-0.1
12	1	1	0.3	1.3
13	0	24	-0.3	1.5
14	-2	15	4.7	-0.3
15	0	9	0.3	0.6
16	1	9	-0.4	-0.4
17	2	48	-1.1	1.0
18	-2	-5	-5.7	5.9
19	0	-19	0.3	0.8
20	7	19	1.7	3.0

From compound 7 up to 17, as listed above:
entry	mol	PPC-1+TRAIL kill	Ba/F3 V617F tox	TRPML3 agonist	BaF3 tox	RBBP9 inh
7	Cc1cc(C)cc(NC(=S)NCCCN2CCOCC2)c1	2	2	0.7	8	2
8	COC(=O)c1c(C(=O)OC)c(-c2ccc(C)cc2)n2c1CS(=O)(=O)C2	37	-2	0.1	8	-1
9	N#Cc1c(F)cccc1NCc1cccs1	-17	-1	-0.8	0	4
10	CN(NS(=O)(=O)c1ccc(Cl)cc1)c1cnn(C)c(=O)c1Cl	16	-3	0.7	2	0
11	NNC(=O)c1sccc1OCc1ccc(F)cc1	29	-6	0.2	3	-3
12	Cc1ccc(S(=O)(=O)N2CCC(C(=O)O)CC2)cc1	12	-4	1.1	1	-5
13	CCOC(=O)COn1c(-c2cccc(Cl)c2)nc2ccc([N+](=O)[O-])cc21	40	-2	1.0	-2	-8
14	COc1ccc(NC(=O)CSc2ccc(-c3ccccn3)nn2)cc1OC	20	-3	0.8	3	3
15	Cc1ccc(-n2c(C)nc3ncnc(-c4ccccc4)c32)cc1	21	0	0.6	8	3
16	CCCn1c(SCC(=O)N2c3ccccc3CC2C)nnc1-c1ccco1 (configuration not stated)	26	1	-0.4	5	-2
17	Cn1nnc2cc(C(=O)N3CCC(c4ccccc4)C3)ccc21 (configuration not stated)	6	-2	-0.4	0	5

entry	Wee1 degr inh	CHOP inh	TNF necrop inh	zfTRPN1 agonist
7	-1	16	0.6	0.0
8	0	-27	-0.2	1.0
9	-2	7	0.2	-2.8
10	9.9*	16	1.1	1.7
11	1	-3	-0.2	-0.1
12	1	1	0.3	1.3
13	0	24	-0.3	1.5
14	-2	15	4.7	-0.3
15	0	9	0.3	0.6
16	1	9	-0.4	-0.4
17	2	48	-1.1	1.0

More compounds:
entry	mol	PPC-1+TRAIL kill	Ba/F3 V617F tox	TRPML3 agonist	BaF3 tox	RBBP9 inh
21	Cc1ccc2[nH]cc(CCNC(=O)Nc3ccccc3)c2c1	-8	-1	1.0	6	5
22	COn1c(SCc2ccc(Cl)cc2)nc2ccccc2c1=O	37	-1	-0.9	1	-4
23	Cc1ccc2c(c1)nnn2C1CCN(S(=O)(=O)c2ccc3ccccc3c2)CC1	2	-2	0.8	2	-8
24	CCOC(=O)C1=C(C)Nc2nc(SCC(=O)OC)nn2C1c1cc(F)cc(F)c1 (configuration not stated)	-9	0	1.0	7	1
25	COc1ccccc1/C=C/C=N/n1c(-c2ccccc2)n[nH]c1=S	10	-2	0.1	2	-6
26	O=C(O)CCC(=O)NNC(=O)c1ccc([N+](=O)[O-])cc1	10	-1	0.5	-1	-1
27	S=C(c1ccc(-c2ccc(Cl)cc2)o1)N1CCCCC1	49	-1	-0.5	0	2
28	Cc1ccc(OCC(=O)NCc2ccc3c(c2)OCO3)c([N+](=O)[O-])n1	-14	3	0.5	8	-14
29	COC(=O)CSc1nc2ccc(C)cc2cc1C#N	9	2	0.6	4	-14
30	CC(=O)N/N=C(\C)C1COc2ccccc2O1 (configuration not stated)	9	3	0.2	4	-6

entry	Wee1 degr inh	CHOP inh	TNF necrop inh	zfTRPN1 agonist
21	-2	40	-2.9	2.8
22	-3	51	-0.9	-1.9
23	0	7	-1.4	-1.4
24	3	40	-1.4	0.1
25	1	1	1.3	-0.8
26	4	-13	2.0	1.9
27	0	18	-3.3	0.1
28	-2	11	0.6	-0.3
29	8	-22	0.8	-0.2
30	1	-1	2.0	1.0

Carrying on:
entry	mol	PPC-1+TRAIL kill	Ba/F3 V617F tox	TRPML3 agonist	BaF3 tox	RBBP9 inh
31	CN(C)S(=O)(=O)c1cccc(NC(=S)NN=C(Cc2ccccc2)Cc2ccccc2)c1	-8	1	-0.2	5	-7
32	O=C(O)CCCCc1nc2ccccc2s1	4	2	0.6	6	2
33	OC(c1ccc(OCc2ccccc2)cc1)c1nnc(-c2ccccc2)o1 (configuration not stated)	4	-4	0.4	2	-6
34	CCC(C)NC(=O)c1cnn2c(C)c3c(nc12)CCCC3 (configuration not stated)	-10	-4	-0.3	2	-8
35	O=C(NC1CCCCCCC1)c1ccc2c(c1)OCO2	32	3	-0.6	-3	-7
36	CCc1c(C)nc2ncnn2c1NC1CCCc2ccccc21 (configuration not stated)	0	2	-0.4	5	-6
37	CC(C)(C)c1nc[nH]c(=O)c1Br	19	0	0.5	6	-1
38	CCOc1ccccc1CN1CCN(S(C)(=O)=O)CC1	7	1	-0.1	5	1
39	O=C1CCC(=O)N1CCC(c1ccc(F)cc1)c1ccco1 (configuration not stated)	12	-6	0.0	0	-2
40	Cc1cc(NC(=O)CCOc2ccccc2)no1	8	-2	-0.2	2	11

entry	Wee1 degr inh	CHOP inh	TNF necrop inh	zfTRPN1 agonist
31	3	-13	5.5	-0.7
32	2	32	0.1	0.7
33	0	97*	-0.9	-0.6
34	-2	46	-8.6	-2.7
35	5	40	-0.9	-1.3
36	1	2	-0.8	1.1
37	0	-25	0.8	0.1
38	-2	17	0.7	-0.2
39	0	23	1.9	-0.6
40	-2	.	7.5	2.0

Additional structures follow:
entry	mol	PPC-1+TRAIL kill	Ba/F3 V617F tox	TRPML3 agonist	BaF3 tox	RBBP9 inh
41	CCOc1cccc(/C=C/c2ccc3ccccc3n2)c1OC(C)=O	49	1	0.2	4	-9
42	Cc1nc2ccc(NS(=O)(=O)c3c(C)c(C)cc(C)c3C)cc2s1	36	1	-0.4	8	-3
43	COc1cccc(C(=O)O/N=C/c2ccc(Sc3ccc(C)cc3)nc2)c1	5	-4	0.7	3	-3
44	COc1ccc(-c2nnco2)cc1OC	-2	-1	1.1	6	3
45	O=[N+]([O-])c1ccc(Sc2cccc3cccnc23)c2cccnc12	7	4	1.1	5	3
46	COC(=O)c1ccccc1NC(=O)N1CCN(S(=O)(=O)c2ccc(Cl)cc2)CC1	7	0	-0.2	0	10
47	Cc1ccc(NC(=S)NC(=O)/C=C/c2ccc(Cl)cc2)cc1	9	-2	0.0	5	-4
48	Cc1cc(C)cc(Nc2c3c(nc4ncnn24)CCC3)c1	-4	4	0.1	7	-9
49	CC1CCCCC1n1c(=S)[nH]c2ccccc2c1=O (configuration not stated)	6	-2	0.4	0	-6
50	Cc1ccc(OCC(=O)NC(=S)Nc2cccc(NC(=O)c3ccccc3Cl)c2)cc1	15	-1	0.5	3	-10
51	Cc1nc(SCC(=O)NC(C)c2ccccc2)c2oc3ccccc3c2n1 (configuration not stated)	8	-1	0.6	2	-9

entry	Wee1 degr inh	CHOP inh	TNF necrop inh	zfTRPN1 agonist
41	2	58	0.9	-1.4
42	0	46	-13	-1.3
43	-3	69	0.6	0.4
44	-3	42	-2.1	1.8
45	-3	34	-2.0	0.9
46	-2	-1	2.6	0.7
47	3	18	2.4	-0.6
48	8	4	-2.4	0.1
49	-1	103*	-0.7	0.5
50	0	19	-3.2	1.1
51	0	6	-3.0	0.6
